CXCR6 block – inhibitors of human CXCR6 receptor. O00574. CHO-K1 PathHunter CXCR6 beta-arrestin, luminescence. inhibition, % at 20 µM. hit rate 0.36% among 360,000. AID 602244; in the data active = inhibition above about 34%, passing the limit was not always enough;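 note: antagonist mode with CXCL16 agonist at 10 nM final; 0% = 10 nM CXCL16 with DMSO and 100% = unstimulated wells without agonist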
EBI2 antag – EBI2 (human) antagonism; P32249; hit rate 0.81% among 360,000; inhibition, % at 5 µM; EBI2 beta-arrestin recruitment, luminescence, 7a,25-OHC stimulated; AID 651636; in the data active = inhibition above about 38%;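 note: enzyme fragment complementation signal reports receptor beta-arrestin coupling in cells; 0% = agonist plus DMSO wells and 100% = wells without agonist; some results beyond the cut were filed as inactive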
Target sequence (P32249 whole entry, looked up, the tested form may be a part): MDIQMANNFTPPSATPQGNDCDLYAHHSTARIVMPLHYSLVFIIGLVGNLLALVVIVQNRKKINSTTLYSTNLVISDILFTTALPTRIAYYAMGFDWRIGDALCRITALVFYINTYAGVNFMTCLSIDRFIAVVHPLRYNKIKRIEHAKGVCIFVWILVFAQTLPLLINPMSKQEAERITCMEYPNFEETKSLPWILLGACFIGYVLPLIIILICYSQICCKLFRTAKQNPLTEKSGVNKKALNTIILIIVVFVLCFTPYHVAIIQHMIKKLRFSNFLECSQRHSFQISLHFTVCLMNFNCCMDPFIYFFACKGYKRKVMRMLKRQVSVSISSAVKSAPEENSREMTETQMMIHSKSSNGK
CCR6 antagonist – CCR6 (human) receptor antagonism. P51684. CHO-K1 CCR6 PathHunter beta-arrestin, luminescence, CCL20-stimulated. inhibition, % at 20 µM. hit rate 0.49% among 340,000;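 active = compounds whose inhibition of the agonist-driven luminescence signal at 20 µM reaches about 50%, limit read from the data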;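 note: cells stimulated with CCL20 at 14 nM final; plate controls were DMSO with CCL20 for no effect and DMSO without agonist for full effect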
CHOP UPR activ – activators of apoptotic arm of unfolded protein response (CHOP). hit rate 0.34% among 330,000. activation, % at 10 µM. CHO-CHOP luciferase reporter, UPR activation, luminescence; percent of tunicamycin response over DMSO baseline. AID 449763;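 active = at 10 µM dose, activation of 40% or more, normalized to positive control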;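 note: 100% = tunicamycin at 10 µg/mL and 0% = DMSO alone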
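Dosing – one dose, 10 µM in 0.5% DMSO · System – CHO-CHOP cells, stable luciferase reporter of PERK-eIF2a-CHOP signalling · Input – 500 cells/well · Control set – tunicamycin 10 µg/mL final as positive, DMSO-only wells as negative · Timing – 6 h compound treatment, 37 °C · Measure – % activation vs tunicamycin · Technique – luminescence read with Steady-Glo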
APJ agonist – agonists of human APJ apelin receptor | AID 2520 | CHO-K1 APJ PathHunter beta-arrestin, luminescence; 0% DMSO wells, 100% apelin | activation, % at 20 µM | hit rate 0.11% among 330,000;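 active = activation more than six SD over the plate average, tested at 20 µM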;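 note: 0% = DMSO alone and 100% = apelin-13 at 10 nM; some results filed as inactive read as strong as hits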
Target sequence (P35414 whole entry, looked up): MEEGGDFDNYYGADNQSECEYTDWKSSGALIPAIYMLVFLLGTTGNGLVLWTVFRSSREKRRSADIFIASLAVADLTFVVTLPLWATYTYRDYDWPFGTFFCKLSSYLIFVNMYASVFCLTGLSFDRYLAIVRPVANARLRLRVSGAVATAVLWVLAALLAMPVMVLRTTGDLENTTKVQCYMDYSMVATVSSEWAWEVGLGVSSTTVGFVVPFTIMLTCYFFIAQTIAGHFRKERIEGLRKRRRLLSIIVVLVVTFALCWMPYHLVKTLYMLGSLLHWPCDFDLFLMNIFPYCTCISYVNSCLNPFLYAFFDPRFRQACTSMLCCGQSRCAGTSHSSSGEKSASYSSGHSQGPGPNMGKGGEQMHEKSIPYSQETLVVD
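Incubation: overnight seeding, 90 min compound at 25 °C, 1 h detection; test system: PathHunter CHO-K1 APJ (AGTRL-1) beta-arrestin reporter cells; amount: 1000 cells/well; doses: one dose, 20 µM compound, 1% DMSO; measured by: beta-gal luminescence; measure: agonist-driven arrestin binding to APJ; benchmarks: negative DMSO alone, positive Apelin-13 at 10 nM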
tim23-1 inh – tim23-1 yeast growth inhibition | S. cerevisiae tim23-1 growth, BacTiter-Glo luminescence, 24 h | inhibition, % at 20 µM | hit rate 1.3% among 330,000 | AID 463212;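 active = growth inhibition of the mutant yeast at or above 50%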;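 note: temperature-sensitive mutant grown at 25 °C; plate controls were DMSO-treated mutant yeast for no effect and medium wells lacking yeast for full effect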
UPR XBP1 act – activators of adaptive arm of unfolded protein response (XBP1). hit rate 0.33% among 330,000. activation, % at 20 µM. CHO-XBP1 luciferase reporter, IRE1-XBP1 UPR activation, luminescence; percent of tunicamycin response, DMSO as zero. AID 463104;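 active = versus positive control, 20 µM dose yields 30% or more activation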;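 note: 100% = tunicamycin at 10 µg/mL and 0% = DMSO only wells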
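Material: CHO-XBP1 cells stably carrying IRE1-XBP1-driven luciferase reporter | Medium: F12 with 10% serum | Compound dosing: 20 µM single concentration, DMSO 1% | Incubation: Overnight seeding at 37 °C, 6 h compound treatment at 37 °C | Detection: Steady-Glo luminescence read | Read-out basis: % activation of reporter signal versus tunicamycin and DMSO controls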
Mdm2-MdmX inh – inhibitors of human Mdm2/MdmX interaction; O15151+Q00987; SaOS-2 split-luciferase Mdm2/MdmX complementation, luminescence; inhibition, % at 8 µM; hit rate 3% among 330,000;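 active = inhibition of at least 50% at 8 µM in the primary screen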
APJ antag – APJ receptor antagonism; P35414; CHO-K1 APJ beta-arrestin complementation, luminescence; inhibition, % at 20 µM; hit rate 0.32% among 330,000;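 active = inhibition above about 40% at 20 µM, limit read from the data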;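 note: cells challenged with 10 nM apelin-13 agonist together with compound; plate controls were apelin-13 plus DMSO wells for no effect and DMSO wells lacking apelin-13 for full effect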
Starred values were filed as active, the others as inactive.

CCn1c2ccccc2c2cc(NC(=O)c3cccc([N+](=O)[O-])c3)ccc21 was read as CXCR6 block -9.2, EBI2 antag 11.9, CCR6 antagonist 13.3, CHOP UPR activ 1.1, APJ agonist -0.3, tim23-1 inh 7.9, UPR XBP1 act 3.0, Mdm2-MdmX inh 20.9 and APJ antag -13.2.
`COCCOC(=O)C1=C(C)NC(SCC(=O)NC(C)(C)C)=C(C#N)C1c1ccco1` (stereo unspecified) gave CXCR6 block -3.2, EBI2 antag 0.6, CCR6 antagonist 4.9, CHOP UPR activ -0.4, APJ agonist 4.6, tim23-1 inh 10.2, UPR XBP1 act 0.9, Mdm2-MdmX inh 8.8 and APJ antag 3.5.
Screening Clc1cccc(Cl)c1C1=NOC(c2nnc(-c3ccccc3)o2)C1 (stereo unspecified) returned CXCR6 block -8.6, EBI2 antag -8.4, CCR6 antagonist 7.9, CHOP UPR activ 4.9, APJ agonist 3.6, tim23-1 inh 13.9, UPR XBP1 act 3.9, Mdm2-MdmX inh -18.3 and APJ antag 19.2.
`CCn1c(-c2cc3ccccc3cc2O)n[nH]c1=S` gave CXCR6 block 1.0, EBI2 antag 4.5, CCR6 antagonist 19.4, CHOP UPR activ -1.1, APJ agonist -4.5, tim23-1 inh 26.8, UPR XBP1 act 0.8, Mdm2-MdmX inh 3.8 and APJ antag 1.6.
Cn1cc(-c2ccno2)c(C(=O)O)n1 was read as CXCR6 block 10.3, EBI2 antag -2.2, CCR6 antagonist 8.2, CHOP UPR activ 0.5, APJ agonist -1.6, tim23-1 inh 6.4, UPR XBP1 act -1.3, Mdm2-MdmX inh -3.3 and APJ antag -19.1.
Screening Cc1cc2nccc(-c3ccc(Cl)cc3Cl)n2n1 returned CXCR6 block -3.4, EBI2 antag 1.2, CCR6 antagonist 9.8, CHOP UPR activ 3.5, APJ agonist -4.6, tim23-1 inh 4.2, UPR XBP1 act 5.0, Mdm2-MdmX inh 6.1 and APJ antag 11.0.
For CCCCC(=Nc1ccc(N)cc1)C1=C(O)C(C(=O)OC)C(C)(C)CC1=O (stereo unspecified) the results were CXCR6 block 3.2, EBI2 antag 4.8, CCR6 antagonist 16.3, CHOP UPR activ 1.6, APJ agonist -0.5, tim23-1 inh 24.0, UPR XBP1 act -0.6, Mdm2-MdmX inh -21.9 and APJ antag -14.2.
For C=CCOc1ccc(/C=N/NC(=O)C2CCCC2)cc1OCC the results were CXCR6 block -4.2, EBI2 antag 11.0, CCR6 antagonist 2.8, CHOP UPR activ 1.5, APJ agonist -7.2, tim23-1 inh 23.9, UPR XBP1 act -0.5, Mdm2-MdmX inh 14.3 and APJ antag -6.7.
For O=C(c1cccc(S(=O)(=O)NCc2ccccc2)c1)N1CCCC(C(F)(F)F)C1 (stereo unspecified) the results were CXCR6 block 1.4, EBI2 antag -3.3, CCR6 antagonist 11.4, CHOP UPR activ -0.7, APJ agonist 1.4, tim23-1 inh 13.2, UPR XBP1 act 1.1, Mdm2-MdmX inh 19.3 and APJ antag 5.7.
CCOC(=O)C1C(=O)NC(N2CCN(c3ccccc3)CC2)=NC1c1ccccc1 (stereo unspecified) was read as CXCR6 block 4.4, EBI2 antag 0.1, CCR6 antagonist 9.7, CHOP UPR activ 0.8, APJ agonist -5.3, tim23-1 inh -4.5, UPR XBP1 act -1.3, Mdm2-MdmX inh -1.6 and APJ antag -8.0.
CC(C)(C)C(=O)NC(Nc1cccc2cccnc12)C(Cl)(Cl)Cl (stereo unspecified) was read as CXCR6 block -2.2, EBI2 antag -7.8, CCR6 antagonist 12.3, CHOP UPR activ -4.2, APJ agonist 1.1, tim23-1 inh 24.4, UPR XBP1 act -3.1, Mdm2-MdmX inh 19.4 and APJ antag -15.2.
Cc1ccc(OC2CCN(C(=O)C3CCC(=O)N(C4CC4)C3)CC2)cc1 (stereo unspecified) was read as CXCR6 block 3.2, EBI2 antag 9.6, CCR6 antagonist 10.4, CHOP UPR activ 0.1, APJ agonist 1.5, tim23-1 inh 1.6, UPR XBP1 act -1.1, Mdm2-MdmX inh 6.5 and APJ antag 17.8.
`O=P(O)(CN1CCCCCC1)C1Cc2ccccc2C1` gave CHOP UPR activ -2.1, APJ agonist 3.4, tim23-1 inh -15.1, UPR XBP1 act -3.9, Mdm2-MdmX inh 10.7 and APJ antag -16.6.
For COC(=O)c1ccc(COc2ncnc3c(Cl)cc(Cl)cc23)o1 the results were CXCR6 block 6.1, EBI2 antag 11.2, CCR6 antagonist -2.8, CHOP UPR activ -1.2, APJ agonist -28.1, tim23-1 inh 31.8, UPR XBP1 act 0.7, Mdm2-MdmX inh 25.7 and APJ antag 5.2.
`CC1CCN(CC(=O)Nc2ccc(S(=O)(=O)N3C(C)CCCC3C)cc2)CC1` (stereo unspecified) gave CXCR6 block 6.1, EBI2 antag 2.3, CCR6 antagonist 8.3, CHOP UPR activ 0.7, APJ agonist -0.8, tim23-1 inh -0.3, UPR XBP1 act 0.7, Mdm2-MdmX inh 3.7 and APJ antag 2.2.
`CCOCc1nnc(NC(=O)c2cc(Cl)ccc2OC)s1` gave CXCR6 block 3.6, EBI2 antag -7.5, CCR6 antagonist -12.9, CHOP UPR activ -0.5, APJ agonist -2.1, tim23-1 inh 4.8, UPR XBP1 act -1.9, Mdm2-MdmX inh 21.2 and APJ antag 3.0.
Screening COc1cccc(OC)c1C(=O)OCc1c(-c2ccccc2)ncc2ccccc12 returned CXCR6 block 7.5, EBI2 antag 3.3, CCR6 antagonist 18.5, CHOP UPR activ 1.9, APJ agonist -4.2, tim23-1 inh 24.9, UPR XBP1 act 3.9, Mdm2-MdmX inh 11.7 and APJ antag 4.9.
`O=C(COC(=O)c1ccc(F)cc1F)c1ccc[nH]1` gave CXCR6 block -10.2, EBI2 antag -2.6, CCR6 antagonist 6.4, CHOP UPR activ 1.0, APJ agonist -5.8, tim23-1 inh -5.4, UPR XBP1 act 2.3, Mdm2-MdmX inh -2.0 and APJ antag 8.8.
`Cc1ccccc1NC(=O)/C(C#N)=C/c1ccccc1C(F)(F)F` gave CXCR6 block 5.6, EBI2 antag -45.2, CCR6 antagonist 3.0, CHOP UPR activ 4.8, APJ agonist 2.8, tim23-1 inh 56.0*, UPR XBP1 act 9.6, Mdm2-MdmX inh -24.8 and APJ antag -29.2.
Screening CC(=O)c1cccc(NC(=O)C2=CC(c3ccc4c(c3)OCO4)=NS(=O)(=O)N2C)c1 returned CXCR6 block 5.3, EBI2 antag -0.4, CCR6 antagonist 13.4, CHOP UPR activ 0.5, APJ agonist 0.1, tim23-1 inh 0.9, UPR XBP1 act -5.9, Mdm2-MdmX inh 8.8 and APJ antag 20.1.
Screening Cc1onc(-c2c(F)cccc2Cl)c1C(=O)N1CCN(c2ncccn2)CC1 returned CXCR6 block 10.9, EBI2 antag -3.4, CCR6 antagonist 15.8, CHOP UPR activ 2.6, APJ agonist -3.9, tim23-1 inh 24.0, UPR XBP1 act -2.2, Mdm2-MdmX inh -9.8 and APJ antag 8.7.
Screening Cc1cc(NC(=O)CCC(=O)N(Cc2ccco2)C(C(=O)NC2CCCC2)c2ccc(F)cc2)no1 (stereo unspecified) returned CXCR6 block -9.3, EBI2 antag 0.1, CCR6 antagonist 17.9, CHOP UPR activ 0.9, APJ agonist 0.2, tim23-1 inh 14.2, UPR XBP1 act -4.0, Mdm2-MdmX inh 14.1 and APJ antag 11.6.
CCN1C(=O)C2(C(C#N)=C(N)Oc3n[nH]c(-c4ccc(Cl)cc4)c32)c2ccccc21 (stereo unspecified) was read as CXCR6 block 3.4, EBI2 antag 1.1, CCR6 antagonist -7.6, CHOP UPR activ -0.8, APJ agonist 4.8, tim23-1 inh 12.3, UPR XBP1 act 8.5, Mdm2-MdmX inh 9.3 and APJ antag -18.8.
Screening Cc1cc(NC(=O)CSCC(=O)N(C)Cc2ccc(F)cc2)no1 returned CXCR6 block -7.9, EBI2 antag -3.6, CCR6 antagonist -1.9, CHOP UPR activ 0.1, APJ agonist -6.2, tim23-1 inh -33.4, UPR XBP1 act -2.8, Mdm2-MdmX inh 1.1 and APJ antag 3.1.
`CCOC(=O)C1CCN(c2c(NCc3ccc(C(=O)NC(C)CC)cc3)c(=O)c2=O)CC1` (stereo unspecified) gave CXCR6 block 5.4, EBI2 antag 0.9, CCR6 antagonist 16.0, CHOP UPR activ 0.3, APJ agonist 0.9, tim23-1 inh -5.6, UPR XBP1 act -4.0, Mdm2-MdmX inh 25.6 and APJ antag 8.9.
For COc1ccc(OC)c(/C=N/NC(=O)CNC(=O)c2ccc(S(=O)(=O)N3CCCC3)cc2)c1 the results were CXCR6 block -7.0, EBI2 antag -2.4, CCR6 antagonist -1.2, CHOP UPR activ -1.6, APJ agonist -3.1, tim23-1 inh 6.0, UPR XBP1 act -3.5, Mdm2-MdmX inh 0.5 and APJ antag -6.5.
Screening CC(C(=O)NCCSCc1cccc(Cl)c1)N(c1ccccc1)S(C)(=O)=O (stereo unspecified) returned CXCR6 block 2.0, EBI2 antag 1.2, CCR6 antagonist 7.2, CHOP UPR activ 0.3, APJ agonist -3.3, tim23-1 inh 16.9, UPR XBP1 act -2.1, Mdm2-MdmX inh -22.7 and APJ antag 19.6.
N=C1C(=O)OCC1c1ccccc1NC(=O)CN1CCOCC1 (stereo unspecified) was read as CXCR6 block 0.4, EBI2 antag -3.0, CCR6 antagonist -2.7, CHOP UPR activ 0.2, APJ agonist -2.3, tim23-1 inh -12.4, UPR XBP1 act -1.1, Mdm2-MdmX inh -25.8 and APJ antag -0.8.
Screening Cc1nn(C)c(C(=O)Nc2c(C)nn(Cc3c(F)c(F)c(F)c(F)c3F)c2C)c1Br returned CXCR6 block -2.3, EBI2 antag 2.6, CCR6 antagonist 4.1, CHOP UPR activ 0.6, APJ agonist 6.4, tim23-1 inh 14.1, UPR XBP1 act -4.0, Mdm2-MdmX inh 16.8 and APJ antag 12.1.
CC(C)(O[C@@H]1O[C@H](CO)[C@@H](O)[C@H](O)[C@H]1O)[C@H]1Cc2cc3ccc(=O)oc3cc2O1 was read as CXCR6 block -10.8, EBI2 antag -0.1, CCR6 antagonist -12.7, CHOP UPR activ -0.7, APJ agonist 4.5, tim23-1 inh 19.3, UPR XBP1 act 1.1, Mdm2-MdmX inh 1.2 and APJ antag -1.9.

Source: PubChem (Sanford-Burnham Center for Chemical Genomics)

A portion of the library. The share of hits here may be higher or lower than overall.
